Screening data from PubChem.
RGS4 pot = RGS4 potentiators or activators, primary screen, cell-based, HEK293 M3R inducible RGS4, calcium flux. carbachol calcium flux Fluo4; hits give low values. B-score at 10 µM. 310,000 tested, 0.92% active;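 active = B-score of the integrated calcium signal more than 4 SD below the library mean, with starting fluorescence not abnormally high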;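 also: negative B-score means reduced calcium response which marks RGS4 activation or potentiation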
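Reagent: ECmax carbachol challenge; Test system: M3R-expressing HEK293 line, RGS4 induced by doxycycline; Schedule: overnight RGS4 induction, 30 min dye load 37 °C, 20 min compound RT; Detection: calcium dye Fluo4 fluorescence; Read-out: Agonist-evoked peak-minus-minimum fluorescence over baseline, integrated ratio, B score.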
DYRK1A inh = rat Dyrk1A kinase inhibitors, primary screen, biochemical, single point, plate reader; AID 504441, 2011; 310,000 tested, 0.43% active; ADP-Glo luminescence, NFATc1 peptide; inhibition, % at 12.5 µM; in the data active = inhibition above about 50%;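 also: plate controls were vehicle with enzyme for no effect and no enzyme for full effect; many of its hits are not listed in these tables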
KCNQ1 pot = potentiators or activators of KCNQ1 channel, primary screen, cell-based, thallium flux, high-throughput; Potassium voltage-gated channel subfamily KQT member 1 (Homo sapiens), P51787; CHO-K1 KCNQ1, thallium flux FluxOR fluorescence; hits give high values; B-score at 10 µM; 310,000 tested, 0.35% active; AID 2648, 2010;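 active = fluorescence ratio B-score, a plate-corrected score, at least three library SD, with initial intensity B-score within 5 SD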
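Assay system: stable KCNQ1 CHO-K1 line; medium: assay buffer, equal DMSO in all wells; timing: 90 min dye loading and 20 min compound exposure, both at room temperature; technique: kinetic FluxOR thallium fluorescence, 10-s 1-Hz baseline, 110-s post-stimulus read; read-out basis: B score of baseline-normalized fluorescence ratio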
GSK3A inh = blockers of GSK3A enzyme activity – biochemical, luminescence, cell-free homogeneous, HTS, primary screen; 320,000 tested, 0.1% active; AID 2650, 2010; Glycogen synthase kinase-3 alpha (Homo sapiens), P49840; GSK-3 alpha kinase, ADP-Glo luminescence, 60 min; inhibition, % at 10 µM;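 in the data active = inhibition above about 50%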;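 also: GST-tagged GSK-3 alpha with peptide substrate and 25 µM ATP; 0% = DMSO neutral wells and 100% = GW8510 positive control wells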
Target sequence (P49840 whole entry, looked up): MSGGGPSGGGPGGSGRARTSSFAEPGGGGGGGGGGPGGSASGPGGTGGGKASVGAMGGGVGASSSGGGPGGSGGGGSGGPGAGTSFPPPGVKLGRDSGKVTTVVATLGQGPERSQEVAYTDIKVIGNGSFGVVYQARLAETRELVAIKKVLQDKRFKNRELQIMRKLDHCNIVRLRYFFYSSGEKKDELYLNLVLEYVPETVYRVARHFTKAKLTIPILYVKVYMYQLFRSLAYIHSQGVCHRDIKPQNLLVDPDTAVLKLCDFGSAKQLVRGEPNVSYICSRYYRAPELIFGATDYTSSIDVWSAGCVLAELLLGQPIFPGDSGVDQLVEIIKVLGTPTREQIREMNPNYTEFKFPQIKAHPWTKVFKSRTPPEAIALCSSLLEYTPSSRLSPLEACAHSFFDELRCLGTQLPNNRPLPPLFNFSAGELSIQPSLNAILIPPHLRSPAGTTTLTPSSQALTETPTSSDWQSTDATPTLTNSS
KCNQ1 inh = inhibitors of human KCNQ1 channel, primary screen, cell-based, thallium flux, high-throughput. Potassium voltage-gated channel subfamily KQT member 1 (Homo sapiens), P51787. CHO-K1 KCNQ1, FluxOR thallium flux fluorescence; hits give high values. B-score at 10 µM. 310,000 tested, 1.3% active. AID 2642, 2010;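 active = compounds whose thallium flux B-score, printed positive for inhibition, exceeds three library SD while starting fluorescence stays within three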;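 also: channel opened by potassium depolarization with thallium stimulus after 20 min compound exposure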
GSK3B inh = human GSK3beta kinase inhibitors, primary screen, biochemical, cell-free homogeneous, HTS. AID 2097, 2009. Glycogen synthase kinase-3 beta (Homo sapiens), P49841. activity score (negative = inhibition), % at 10 µM. 300,000 tested, 0.038% active. GST-GSK3beta kinase, ADP-Glo luminescence, 60 min; hits give low values;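 active = more than half of replicate wells score below -50%, meaning over 50% inhibition versus plate controls; inconclusive = some replicates but at most half score below -50%; inactive = no replicate scores below -50%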;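 also: 0% = median DMSO wells and -100% = median GW8510 positive control wells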
Target sequence (P49841 whole entry, looked up): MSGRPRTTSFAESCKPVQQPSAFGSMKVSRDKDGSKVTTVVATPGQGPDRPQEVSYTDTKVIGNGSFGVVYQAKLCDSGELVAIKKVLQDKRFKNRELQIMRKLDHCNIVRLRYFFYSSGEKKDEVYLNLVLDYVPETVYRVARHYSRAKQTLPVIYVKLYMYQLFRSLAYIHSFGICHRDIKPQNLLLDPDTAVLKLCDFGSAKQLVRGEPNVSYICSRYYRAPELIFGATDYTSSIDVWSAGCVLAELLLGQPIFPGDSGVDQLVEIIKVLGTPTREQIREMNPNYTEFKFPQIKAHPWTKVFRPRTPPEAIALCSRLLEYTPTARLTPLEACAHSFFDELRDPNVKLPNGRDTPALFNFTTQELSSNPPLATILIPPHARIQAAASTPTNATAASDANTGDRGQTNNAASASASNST
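Test system: GST-fused GSK3beta enzyme, cell-free | Quantity: 1.6 ng GST-GSK3beta enzyme per well | Reagent: 25 µM ATP with peptide substrate | Schedule: 60 min enzyme reaction, room temperature | Signal: Luminescent ADP-Glo measurement of ADP formed | Read-out basis: Score relative to plate controls | Control set: DMSO and 20 µM GW8510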
KCNK3 block = human KCNK3 channel inhibitors, primary screen, CHO cells, FluxOR thallium flux, B-score; FluxOR fluorescence; hits give low values; Potassium channel subfamily K member 3 (Homo sapiens), O14649; 340,000 tested, 0.84% active; AID 602410, 2012; B-score at 10 µM;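 active = B-score under library mean minus 4 SD, starting fluorescence ratio at most library mean plus 5 SD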;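 also: more negative B-score means stronger inhibition of thallium flux through KCNK3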
PolyA inhibitor = polyadenylation inhibitors in yeast reporter cells, primary screen, luminescence, S. cerevisiae; S. cerevisiae SKY197-pL101 polyadenylation reporter, beta-gal luminescence; efflux-impaired pdr1/pdr3 knockout yeast; score 100 = 6 SD above DMSO; calls only at 12 µM; 300,000 tested, 0.02% active; AID 1875, 2009;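 active = lowest replicate activity score at least 50, where 100 means six control SD above control mean; inconclusive = lowest score under 50 but half or more replicates reach 50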;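 also: yeast exposed to compound for 9 h at 30 °C; higher score means more reporter readthrough which indicates perturbed polyadenylation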
hERG protect = hERG rescue from dofetilide block, primary screen, cell-based, CHO-hERG, FluxOR thallium flux, dofetilide IC70; activation (rescue from dofetilide block), less the hit threshold, % at 10 µM; dofetilide IC70 present; 310,000 tested, 0.51% active; AID 1511, 2009;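 active = activation above the mean of controls blocked by dofetilide plus 5 SD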;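 also: thallium influx through hERG after potassium depolarization seen as dye fluorescence rise; in these data hits start at about 4.7%; inactives centre near -7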
HDAC3 inhib = HDAC3 deacetylase inhibitors, primary screen, biochemical, fluorescence, cell-free homogeneous; Histone deacetylase 3 (Homo sapiens), O15379; recombinant HDAC3, fluorogenic peptide/trypsin coupled; inhibition, % at 8.3 µM; 320,000 tested, 0.15% active; in the data active = inhibition above about 26%, passing the limit was not always enough; inconclusive = no clear call, values can overlap the other calls
KCNK9 inh = KCNK9 potassium channel inhibitors, primary screen, HEK293 cells, thallium flux; AID 488922, 2010; 310,000 tested, 1.2% active; B-score at 10 µM; Potassium channel subfamily K member 9 (Homo sapiens), Q9NPC2; FluxOR thallium flux fluorescence; hits give low values;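 active = ratio B-score over 3 SD below the library mean, with starting fluorescence within 5 SD of its mean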;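 also: negative B-score means less thallium flux so channel inhibition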
The depositor's hits bear a star; i = inactive; ? = inconclusive; nt = not tested or not shown. This is a subset (hit frequency here may not be typical).

SMILES	RGS4 pot	DYRK1A inh	KCNQ1 pot	GSK3A inh	KCNQ1 inh	GSK3B inh	KCNK3 block	PolyA inhibitor	hERG protect	HDAC3 inhib	KCNK9 inh
COc1nnc(-c2ccc(N3CCOCC3)c(NC(C)=O)c2)c2ccccc12	i	7	i	5	i	-1	i	i	-15	6	i
CCn1c(CCNC(=O)c2ccc(OC)c(OC)c2)nc2ccccc21	i	2	i	-3	i	3	i	i	0	1	i
CC(C)C[C@@H](CN(C)N=O)N(C[C@H](Cc1ccccc1)N(CCc1ccccc1)N=O)N=O	i	2	i	-2	i	2	i	i	-13	9	i
O=C(O)Cn1cc(F)c(=O)[nH]c1=O	i	nt	i	2	i	3	nt	i	-7	2	i
Cc1ccc(C2=NN(S(C)(=O)=O)C(c3cccs3)C2)cc1 (stereo unspecified)	i	-1	i	-1	i	-1	i	i	-7	-7	i
CCOC(=O)N1CCC(N(C(=O)Nc2ccc(Cl)c(Cl)c2)C(C)CC)CC1 (stereo unspecified)	i	nt	i	1	i	3	i	i	-14	12	i
COc1ccccc1/C=C(\C)C(=O)c1c(C)cc(C)[nH]c1=O	i	-2	i	0	i	0	i	i	-2	5	i
C=CCC(Nc1ccco1)c1ccccc1 (stereo unspecified)	i	1	i	1	i	3	i	i	4	5	i
CC(C)NC(=O)C1CCN(C2CCN(C(=O)c3cc4c(s3)CCCCC4)CC2)CC1	i	0	i	-1	i	1	i	i	-2	-1	i
COC(=O)Cn1c(=NC(=O)C2CC2)sc2c(C)cc(C)cc21	i	1	i	-1	i	-4	i	i	-13	0	i
COC(=O)Nc1ccc([N+](=O)[O-])cc1OC	i	5	i	-3	i	5	i	i	-5	nt	i
O=c1c2sccc2[nH]c(=S)n1Cc1ccccc1	i	6	i	-2	i	-1	i	i	-2	0	i
CC1CCN(C2=NN3C(=N)/C(=C\c4ccc(OC(=O)c5ccco5)cc4)C(=O)N=C3S2)CC1	i	-2	i	-1	i	2	i	i	-5	1	i
Cc1ccc2nc(SCC(=O)NC3CCCC3)[nH]c2c1	i	-5	i	0	i	2	i	i	-8	8	i
NCC1CC2c3ccccc3C1c1ccccc12 (stereo unspecified)	i	4	i	1	i	3	i	i	-9	-3	i
Nn1c(SCC(=O)Nc2nc3ccccc3s2)nncc1=O	i	-1	i	1	i	3	i	i	-6	0	i
CCOC(=O)c1c(C)[nH]c(C(=O)Cn2c(=O)c3c(ncn3CC)n(Cc3ccccc3)c2=O)c1C	i	-6	i	-1	i	2	i	i	-4	4	i
COCc1nc2ccccc2n1CCc1ccccc1	i	nt	i	-3	i	-1	i	i	-9	-8	i
COc1ccc(OCC(=O)N2c3ccc(C)cc3C3CN(C)CCC32)cc1 (stereo unspecified)	i	-9	i	-6	i	1	i	i	-9	-4	i
COCCN1C(=O)/C(=C/c2ccc(OCc3ccc(C(=O)O)cc3)c(OC)c2)SC1=Nc1ccccc1	i	-4	i	-4	i	4	i	i	-33	6	i
COc1ccccc1C/C(N)=N/OC(=O)c1ccco1	i	2	i	nt	i	2	i	i	-3	-5	i
CC(C)C(=O)NNC(=O)c1cc2sccc2s1	i	3	i	-1	i	1	i	i	-11	1	i
COc1cc2ccccc2cc1C(=O)Nc1ccc(Cl)cn1	i	2	i	-1	i	-2	i	i	-5	5	i
COc1cc(C2=NOC(C(=O)Nc3cc(C)on3)C2)cc(OC)c1OC (stereo unspecified)	i	0	i	-1	i	-1	i	i	-8	7	i
COc1ccc(C(=O)N2CCN(c3ncccn3)CC2)cc1[N+](=O)[O-]	i	nt	i	-5	i	0	i	i	-3	4	i
O=C(/C=C/c1ccc(F)cc1)NC(=S)Nc1ccccc1	i	8	i	0	i	1	i	i	-6	5	i
C[C@H](NC(=O)c1nc[nH]c1C(=O)N[C@@H](CCCCNC(=O)OC(C)(C)C)C(=O)OC(C)(C)C)c1ccccc1	i	2	i	1	i	5	i	i	-9	?	-11*
O=C(CSc1ccccc1C(=O)NCc1ccccc1)NC1CCCCCCC1	i	4	i	-2	i	2	i	i	-12	-6	i
CC(C)C(=O)Nc1cccc2nsnc12	i	-1	i	-6	i	-2	i	i	-11	-3	i
CCn1c(CCNC(=O)c2ccc(Cl)cc2Cl)n[nH]c1=S	i	-2	i	12	i	-7	i	i	-6	5	i
COCCn1c(=O)[nH]c(=O)c2c(C(F)(F)F)cc(-c3cccs3)nc21	i	2	i	-2	i	1	i	i	-9	-8	i
CCNc1nc(NCC)n2c(SCC(=O)N(CC)C3CCCCC3)nnc2n1	i	2	i	-2	i	0	i	i	-9	2	i
CCN(CC)S(=O)(=O)c1ccc(Cl)c(NC(=O)COC(=O)c2cc(-c3ccccc3Cl)nc3ccccc23)c1	i	-4	i	0	i	-9	i	i	-6	6	i
Cc1cc(/C=N/O)c(C)n1-c1ccc(Br)cc1	i	4	i	29	i	-9	i	i	-7	1	i
Brc1cccc(OCCCCN2CCCCC2)c1	-8.6*	-4	i	0	i	6	i	i	-7	-3	i
COc1ccc(/C=N/NC(=O)CN(C2=NS(=O)(=O)c3ccccc32)c2ccccc2)cc1	i	-3	i	-3	i	0	i	i	-3	-1	i
C=C(C)c1cccc(C(C)(C)NC(=O)Nc2cccnc2)c1	i	3	i	-4	i	-7	i	i	-5	2	i
Cc1ccc(S(=O)(=O)Cc2ccc(C(=O)O)o2)cc1	i	-7	i	5	i	6	i	i	-6	-4	i
C/C(Cc1nnn(-c2cc(C)on2)n1)=N\O	i	nt	i	-1	i	2	i	i	-3	0	i
CC(C)C[C@H](NC(=O)c1nc[nH]c1C(=O)NCc1ccc(CNC(=O)OC(C)(C)C)cc1)C(=O)OC(C)(C)C	i	-3	i	-1	i	1	i	i	-7	35*	-8.8*
Cc1c(Br)c(C(F)(F)F)nn1CC(=O)NCc1ccco1	i	-3	i	-2	i	1	i	i	-6	0	i
CCOc1ccccc1OCC(=O)OCC(=O)NNC(=O)c1ccc([N+](=O)[O-])cc1	i	-10	i	2	i	2	i	i	-8	1	i
S=C(NN=C(C1CC1)C1CC1)Nc1ccccc1	i	nt	i	0	i	0	i	i	-18	5	i
O=C(COC(=O)c1ccccc1O)Nc1cccc(S(=O)(=O)NC2=NCCCCC2)c1	i	1	i	-2	i	0	i	i	-10	-1	i
CCOC(=O)C1CCCN(C(=O)C(=O)c2cn(CC(=O)N3CCOCC3)c3ccccc23)C1 (stereo unspecified)	i	-5	i	-2	i	1	i	i	-9	5	i
Nc1nnc(SC2CC(=O)N(c3ccccc3)C2=O)s1 (stereo unspecified)	i	1	i	2	i	-2	i	i	-3	-3	i
COc1cc(C(=O)Nc2ccc(S(=O)(=O)Nc3cnc4ccccc4n3)cc2)cc(OC)c1OC	i	13	i	2	i	2	i	i	-1	-20	i
Cc1ccc(C(=O)N2CCN(c3ccccc3)CC2)cc1S(=O)(=O)N1CCCC1	i	5	i	0	i	6	i	i	-1	-2	i
CC(C)N1CCC(N2CCN(C3CCCCC3)CC2CCO)CC1 (stereo unspecified)	i	4	i	2	i	1	i	i	-10	-2	i
CC(=O)Nc1ccc2nc(NC(=O)c3cccnc3)sc2c1	i	0	i	-1	i	1	i	i	-21	3	i
COC(=O)[C@@H]1CC[C@@](C)(c2ccc(OC)cc2)C1(C)C	i	7	i	-4	i	1	i	i	-10	5	i
CC(C)C(=O)Nc1ccc(NC(=O)c2ccco2)cn1	i	7	i	-23	i	1	i	i	-6	14	i
O=C(NCCc1ccc(Cl)cc1)C1CC(=O)N(CCc2ccccc2)C1 (stereo unspecified)	i	-1	i	-2	i	-1	i	i	-3	-2	i
CN(c1cccc(Cl)c1)S(=O)(=O)c1cccc(C(=O)Nc2ccc3c(c2)CCC3)c1	i	-3	i	-2	i	7	i	i	-11	8	i
CCCN1CCC(NC(=S)Nc2ccc(C(=O)OCC)cc2)CC1	i	6	i	0	i	0	i	i	-14	1	i
CCOc1ccc(-c2c(C(=O)N/N=C/c3ccco3)nnn2-c2nonc2N)cc1	i	4	i	11	i	4	i	i	-7	4	i
COc1ccc(-c2cn[nH]c2-c2ccc(OCc3ccccc3)cc2O)cc1	-9.7*	0	i	-2	7*	-4	i	i	-9	12	-6.7*
Cc1ccc(/C=N\NC(=O)Cn2nnc3ccccc32)o1	i	-1	i	nt	i	2	i	i	-7	6	i
CCc1cc(=O)oc2c(CN3CCN(C)CC3)c(O)c(Cl)cc12	i	11	i	-3	i	1	i	i	-9	-297	i
O=C(Nc1cccc(OCC(=O)N2CCOCC2)c1)C1CCCCC1	i	-19	i	-1	i	0	i	i	-8	1	i

Next part.
SMILES	RGS4 pot	DYRK1A inh	KCNQ1 pot	GSK3A inh	KCNQ1 inh	GSK3B inh	KCNK3 block	PolyA inhibitor	hERG protect	HDAC3 inhib	KCNK9 inh
CCOc1ccc(-n2c(SCC(=O)O)nc3sc4c(c3c2=O)CCCC4)cc1	i	-5	i	-3	i	1	i	i	-9	4	i
COC(=O)c1ccc(/C=N/NC(=O)C(=O)NCc2ccccc2)cc1	i	-1	i	-1	i	-5	i	i	-2	3	i
CCCCn1c(N)c(N(CC(C)C)C(=O)c2cc(Cl)nc3ccccc23)c(=O)[nH]c1=O	i	-3	i	1	i	nt	i	i	-8	2	i
CCc1ccc(S(=O)(=O)NCc2csc(C)n2)s1	i	-1	i	-1	i	5	i	i	-7	-2	i
